Bioassay records deposited in PubChem by Sanford-Burnham Center for Chemical Genomics.
TAG inh – triacylglycerol accumulation inhibition. H9c2 cells, Nile Red lipid (TAG) fluorescence; cells loaded with 200 µM oleic acid. inhibition, % at 12.5 µM. actives 0.66% (n = 230,000);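 active = pattern-corrected inhibition of lipid staining of at least 50% with the nuclear-stain viability signal not falling by more than 50%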;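 also: 0% = DMSO wells and 100% = triacsin C control wells; some results filed as inactive read as strong as hits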
TAG inh DAPI viability – recorded beside TAG inh, whose call it bears; DAPI nuclei signal change (viability), lower = more cytotoxic, %;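 whole-well DAPI fluorescence read on a plate reader as a viability signal; minus 50 percent equals half of cells still viable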
* = called active by the depositor.

SMILES	TAG inh	TAG inh DAPI viability
CCOc1ccc(S(=O)(=O)N2CCC(C(=O)NCc3ccncc3)CC2)cc1	-7	3
O=C(NCCCNC1CCCCC1)c1ccc(/C=N/O)nc1	6	-5
CCOc1ccc(NC2=CC(=O)C(=O)c3ccccc32)cc1	24	-12
N#C/C(=C(/O)c1cc2ccccc2o1)c1nc2ccccc2s1	1	-4
CC(C)(C)c1csc(NNC(=O)c2ccc(Cl)cc2)n1	2	5
Nc1nc(N2CCN(c3ccc(F)cc3)CC2)n[nH]1	9	3
Cc1cc(NC(=O)CN2CCN(c3cccc(Cl)c3)CC2)no1	8	-10
CCNC(=S)N1CCN(Cc2ccc3c(c2)OCO3)CC1	-1	4
O=C(C1=C[C@@H](C2CC2)C[C@@H](OCCCCO)O1)N1CCN(Cc2ccc3c(c2)OCO3)CC1	-18	-9
COC(=O)c1sccc1NS(=O)(=O)c1ccccc1	2	-4
COCc1cccc(-c2csc(C(O)c3ccccc3)n2)c1 (configuration not stated)	-29	-4
CNC(=O)c1ccccc1S(=O)(=O)c1ccccc1C#N	-24	-2

Grouped by structure, those above with a Cl atom
SMILES	TAG inh	TAG inh DAPI viability
CC(C)(C)c1csc(NNC(=O)c2ccc(Cl)cc2)n1	2	5
Cc1cc(NC(=O)CN2CCN(c3cccc(Cl)c3)CC2)no1	8	-10

Other records:
SMILES	TAG inh	TAG inh DAPI viability
CCOC(=O)C1=NNC(C(=O)c2ccc(Cl)cc2)C1c1ccc(OC)cc1 (configuration not stated)	2	0
CCn1c(CNc2ccc(Cl)cc2)nnc1SCC(=O)NCc1ccccc1	14	-10
COc1ccc(OC)c(CN2CCC(CO)(CCOc3ccccc3)CC2)c1	26	-7
CSc1nc2nc(C)cc(-c3ccccc3)n2n1	12	-8
Cc1cccn2c(CNCC3(c4ccccc4)CCCC3)c(C(=O)N3CCOCC3)nc12	6	5
O=C(CCN=C1NS(=O)(=O)c2ccccc21)OCc1c(F)c(F)c(F)c(F)c1F	13	-5
Cc1ccc(C2=[N+]([O-])C3(CCCCC3=O)N(O)C2(C)C)cc1 (configuration not stated)	-21	-1
CCNc1nc(NOC)nc(OCC#N)n1	-12	5
O=C(O)CN1C(=O)c2cccc(Oc3ccc(Cl)cc3)c2C1=O	-9	4
COc1ccc(N=Nc2ccc(CO)cc2)cc1	6	-3
OC1C=CSc2nc3ccccc3n21 (configuration not stated)	23	-25
Cc1ccccc1NC(=O)N1CCN(c2ncccn2)CC1	10	-2

Given with values under each structure: entries from further up.
Every second line gives: TAG inh	TAG inh DAPI viability
CSc1nc2nc(C)cc(-c3ccccc3)n2n1
→ 12	-8
Cc1cccn2c(CNCC3(c4ccccc4)CCCC3)c(C(=O)N3CCOCC3)nc12
→ 6	5
O=C(CCN=C1NS(=O)(=O)c2ccccc21)OCc1c(F)c(F)c(F)c(F)c1F
→ 13	-5

(listing goes on)
SMILES	TAG inh	TAG inh DAPI viability
O=C1c2cc3c(cc2CCC1c1ccc2c(c1)OCO2)OCO3 (configuration not stated)	-3	-1
COc1c(Cl)cnn(-c2ccc(Cl)c(Cl)c2)c1=O	4	0
Cc1cc(/C=C(\C#N)C(=O)OCC(=O)N(C)c2c(N)n(Cc3ccccc3)c(=O)[nH]c2=O)c(C)n1CC(C)C	-2	-2
CC(C)(C)NC(=O)CSc1nc2ccc(NC(=O)CSc3nnnn3Cc3ccccc3)cc2s1	-6	5
CC(=O)NC(Cc1ccccc1C)C(=O)NC1CCN(C(=O)c2cccc(C)c2)CC1 (configuration not stated)	1	-5
CCN1C(c2ccc(F)cc2)=CS/C1=C(/C#N)c1nnc2n1-c1ccccc1SC2	0	11
NC(=O)c1c(NC(=O)CN2C(=O)CCC2=O)sc2c1CCCCC2	-5	6
O=C(CSc1ccsc1[N+](=O)[O-])NCc1ccccc1	-27	6
COc1ccc(NC(=O)N2Cc3ccccc3CC2C(=O)NC(C)(C)C)cc1 (configuration not stated)	1	2
Cc1ccc(-c2csc(Nc3ccccn3)n2)cc1	4	-4
COc1ccccc1NC(=O)COC(=O)C1CC1	1	-1
COc1cc2c(cc1OC)C(C(=O)N1CCOCC1)C(c1cccs1)N(C)C2=O (configuration not stated)	-6	-10
COc1cc(C2CC(=O)Nc3c2c(=O)nc2c(C)cccn32)cc(OC)c1OC (configuration not stated)	7	-5
C=CCN1C(=O)c2cccc3c(Br)ccc(c23)C1=O	-11	1
CNC(C)C(=O)NC(C(=O)NC(C)C(=O)NNc1ccccc1)C(C)C (configuration not stated)	-6	5
Cc1ccc2cc(C#N)c(SCC(=O)N3CCCC3)nc2c1	20	-10
CN1/C(=C/C(=O)COC(=O)C2COc3ccccc3O2)C(C)(C)c2ccccc21 (configuration not stated)	-12	3
CCOC(=O)c1cccc(C(=O)Nc2nc3ccc(OC)cc3s2)n1	0	12
COc1ccc(C(=O)N2CCN(c3ccc(C)c(C)c3)CC2)cc1OC	-6	-5
CC(=O)Oc1ccc(-c2nc3c(C)cccc3c(=O)o2)cc1	9	-5
Cc1cc(C(=O)NNC(=O)C(C)(C)Oc2ccc(Cl)cc2)c(C)o1	-3	-4
O=C1/C(=C/c2ccccc2)CCCc2ccccc21	-5	-8
COCc1cc(C)nc(SCC[N+](C)(C)CC(=O)Nc2cccc(C)c2)c1C#N	-2	13
CC(=O)c1ccc(CCCCc2ccc(C(C)=O)cc2)cc1	-15	-1
CC1CCN(C(=O)CC(NC(=O)c2ccccc2Cl)c2ccccc2)CC1 (configuration not stated)	-2	1
Cc1c(OC(C(=O)O)c2ccccc2)ccc2c(-c3ccccc3)cc(=O)oc12 (configuration not stated)	12	8
COc1cccc(CNCCc2c[nH]c3ccccc23)c1OCc1ccc(F)cc1	6	16
COc1ccccc1N1CCN(CC(=O)Nc2ccnn2C2CCCC2)CC1	-2	9
Cc1cccc2sc(N(CCCN(C)C)C(=O)c3ccc(Cl)s3)nc12	-2	19
Cc1ccc(S(=O)(=O)N(C)C)cc1NC(=O)COC(=O)c1ccc2c(=O)n3c(nc2c1)CCC3	-1	-1
Cc1ccccc1N1CCN(C(=O)c2cc(-c3ccccc3)nc3c2cnn3C(C)C)CC1	-7	6
CC(O)CNc1nc2sc3c(c2c(=O)n1Cc1ccco1)CCCCC3 (configuration not stated)	1	7
Cc1nc(SCC(=O)Nc2ccc(S(=O)(=O)N3CCOCC3)cc2)c2c(C)c(C)sc2n1	5	-2
O=C(Nc1cccc2ccccc12)N1CCCN(c2c(Cl)cncc2Cl)CC1	-13	3
CCOc1ccc(NC(=O)c2nsc(Cl)c2Cl)cc1	-16	12
Cc1cc(C)nc(N2CCC(C(=O)NNC(=O)c3ccc(Cl)cc3)CC2)n1	7	0
O=[N+]([O-])c1ccc(Oc2ccc(/C=N/O)cc2)nc1	-2	0
CCC1CCCCN1C(=S)NC(=O)c1cc(S(=O)(=O)N2CCOCC2)ccc1C (configuration not stated)	0	6
O=C(CCCN1C(=O)NC2(CCCC2)C1=O)Nc1ccc(F)cc1	-10	5
COc1ccc(C/C(N)=N/OC(=O)c2ccc(Cl)cc2)cc1	10	-14
CCCOc1ccc(C2C(C(=O)c3ccc(C)o3)=C(O)C(=O)N2CCN2CCOCC2)cc1OC (configuration not stated)	-9	5
CC1(C(=O)Nc2ccc3c(c2)OCCO3)CCN1C(=O)c1ccco1 (configuration not stated)	11	7
COc1ccc(CCNC(=O)C2CC3Cn4c(nc5ccccc54)C3N2C)cc1 (configuration not stated)	6	-2
COc1ccc(N(CC(=O)NC2CC3CCC2C3)S(=O)(=O)c2ccc(C)cc2)cc1Cl (configuration not stated)	1	-13
Cc1sc2nc(CN3CCOCC3)nc(Cl)c2c1C	0	0
CN(C(=O)c1ccco1)c1nc(-c2ccc(F)cc2)cs1	-18	0
O=C(N/N=C/c1coc2ccccc2c1=O)c1cc(Br)c(O)c(Br)c1	15	-11
O=C(c1ccc2c(c1)OCO2)N1CCN(S(=O)(=O)c2ccc(Br)cc2Cl)CC1	-5	-2

Structures from the list above with two or more sulfur atoms (seven):
SMILES	TAG inh	TAG inh DAPI viability
COC(=O)c1sccc1NS(=O)(=O)c1ccccc1	2	-4
CC(C)(C)NC(=O)CSc1nc2ccc(NC(=O)CSc3nnnn3Cc3ccccc3)cc2s1	-6	5
CCN1C(c2ccc(F)cc2)=CS/C1=C(/C#N)c1nnc2n1-c1ccccc1SC2	0	11
O=C(CSc1ccsc1[N+](=O)[O-])NCc1ccccc1	-27	6
Cc1cccc2sc(N(CCCN(C)C)C(=O)c3ccc(Cl)s3)nc12	-2	19
Cc1nc(SCC(=O)Nc2ccc(S(=O)(=O)N3CCOCC3)cc2)c2c(C)c(C)sc2n1	5	-2
CCC1CCCCN1C(=S)NC(=O)c1cc(S(=O)(=O)N2CCOCC2)ccc1C (configuration not stated)	0	6

Later entries:
SMILES	TAG inh	TAG inh DAPI viability
CCN(CCCNC(=O)c1ccc(N2CCCC2=O)cc1)c1cccc(C)c1	5	7
CCCS(=O)(=O)n1nc(-c2ccc(C)cc2)cc1N	-1	1
CC(=O)N1CCc2cc(Br)cc(S(=O)(=O)NCCCN3CCCC(C)C3)c21 (configuration not stated)	4	9
CCCC(=O)N1CCN(c2nnc(-c3ccccc3)c3ccccc23)CC1	-8	0
O=C(c1ccc(S(=O)(=O)N2CCOCC2)cc1)N(Cc1ccco1)Cc1cccs1	12	-4
CC[C@]12C(=O)N(C)C[C@H]([C@@H]3C(=O)N(C)C(=O)[C@@H]31)N2C(=O)c1ccc(Cl)c(Cl)c1	1	8
O=C(Nc1nc2ccccc2[nH]1)c1ccc(Br)o1	13	-1
CC(C)Oc1ccc(S(=O)(=O)N(C(C)C)C(C)C)cn1	-8	0
Cc1cc(C)n(-c2ccc([N+](=O)[O-])cc2-c2nn[nH]n2)n1	0	7
CSC1=NCCN1S(=O)(=O)c1ccc(NC(C)=O)cc1	-3	8
Cc1nc(SCC(=O)N2CCNC2=O)c2ccccc2n1	-6	2
Cc1ccc(S(=O)(=O)N(C)C)cc1NC(=S)N1CCCCC1CO (configuration not stated)	-21	15
O=C(Cc1cccs1)N1CCN(c2ccc([N+](=O)[O-])cc2)CC1	-25	-1
Cc1ccc(S(=O)(=O)N2C[C@@H](C)[C@]3(C2)[C@H](O)[C@H](OC(=O)NCc2ccccc2)C[C@H]2C(=O)N(c4ccccc4)C(=O)[C@H]23)cc1	20	-10
Cc1cccc2[nH]c(CN(C)C(=O)C3CCC(=O)N(CCc4ccccc4)C3)nc12 (configuration not stated)	2	4
Cc1onc(-c2ccccc2)c1C(=O)N1CCOC12CCN(c1cccc(F)n1)CC2	-16	3
CCN(CC(=O)Nc1ccccc1C(F)(F)F)C(=O)c1ccc(=O)n(Cc2ccccc2)n1	-3	2
O=[N+]([O-])c1cccc(S(=O)(=O)N2CN(c3ccc(Br)cc3)c3nc4ccccc4nc32)c1	62*	8.6*
COc1ccc(F)cc1S(=O)(=O)Nc1cc2c3c(c1)CCC(=O)N3CCC2	-32	5
Cc1cc(C)cc(NC(=O)CSc2nc3ccccc3nc2N2CCCCC2)c1	18	6
Cc1cc(-n2c(C)cc(C(=O)CN3C(=O)C(=O)N(C)C3=O)c2C)no1	15	3
O=C(O)c1cn(-c2ccccc2)nc1C(=O)O	-7	-5
CC(C)NC(=O)NC(=O)COC(=O)c1ccc(S(=O)(=O)Nc2ccccc2)cc1	-2	1
CC1CCN(S(=O)(=O)c2ccc(C(=O)Nc3nnc(C4CC4)o3)cc2)CC1	10	-13
CC(=O)N1CCOc2ccc(S(=O)(=O)NC[C@H]3O[C@@H](n4ccc(N)nc4=O)[C@H](O)[C@@H]3O)cc21	-6	6
N#CCCC1CCCC=C1N(Cc1ccccc1)C(=O)C(Cl)Cl (configuration not stated)	3	-6
COc1ccc(-n2c(C)c3c(C)nnc(C)c3c2C)cc1OC	-3	11
O=C1NC2(CCCCC2)NN1c1ccccc1	3	3
COc1ccc(Cl)cc1NC(=O)Cn1c(NCCO)nc2ccccc21	-8	0
Oc1cc2c(cc1O)[C@@H](c1ccccc1)CNCC2	-15	9
COc1ccc(C(=O)NNC(=O)CSc2nc3c(c(=O)n(C)c(=O)n3C)n2C)cc1	9	-7
CNC(=O)CO/N=C/c1ccc(N(C)C)cc1	0	-1
COc1ccc(CCNC(=O)CCS(=O)(=O)c2cccc3nsnc23)cc1OC	0	-4
COCCN(C(=O)c1sc2ccccc2c1Cl)c1c(N)n(CC(C)C)c(=O)[nH]c1=O	2	9
Cc1ccc2c(c1)N(CCC(=O)NCC1CCCO1)C(=O)CO2 (configuration not stated)	1	0
NS(=O)(=O)c1ccc(NC(=O)COC(=O)c2ccc(S(=O)(=O)N3CCOCC3)cc2)cc1	-5	1
O=C(NCc1ccccc1)c1ccc(/C=N/O)nc1	-4	0
O=C(Nc1ccccc1)c1cc(C2COCCN2C(=O)C2CC2)on1 (configuration not stated)	8	4
Cn1ncc(Cl)c1C(=O)N1CCN(S(=O)(=O)c2cccs2)CC1	9	-13

A portion of the library. The share of hits here may be higher or lower than overall.
